From PubChem BioAssay
FLuc inh – firefly luciferase inhibition. P08659. purified firefly luciferase, luminescence, 8 min. Potency, µM (highest dose often 57.1 µM), for the others: top-dose activity change, negative = inhibition, hits mostly inhibitors. 2.2% of 72,000 active. AID 411; also: potency is read from the fitted curve at half-maximal effect; % is scaled to controls: 0 for no effect and ±100 for the full control effect; nearly all actives have a fitted effect of over 40% in size
Target sequence (P08659 whole entry, looked up): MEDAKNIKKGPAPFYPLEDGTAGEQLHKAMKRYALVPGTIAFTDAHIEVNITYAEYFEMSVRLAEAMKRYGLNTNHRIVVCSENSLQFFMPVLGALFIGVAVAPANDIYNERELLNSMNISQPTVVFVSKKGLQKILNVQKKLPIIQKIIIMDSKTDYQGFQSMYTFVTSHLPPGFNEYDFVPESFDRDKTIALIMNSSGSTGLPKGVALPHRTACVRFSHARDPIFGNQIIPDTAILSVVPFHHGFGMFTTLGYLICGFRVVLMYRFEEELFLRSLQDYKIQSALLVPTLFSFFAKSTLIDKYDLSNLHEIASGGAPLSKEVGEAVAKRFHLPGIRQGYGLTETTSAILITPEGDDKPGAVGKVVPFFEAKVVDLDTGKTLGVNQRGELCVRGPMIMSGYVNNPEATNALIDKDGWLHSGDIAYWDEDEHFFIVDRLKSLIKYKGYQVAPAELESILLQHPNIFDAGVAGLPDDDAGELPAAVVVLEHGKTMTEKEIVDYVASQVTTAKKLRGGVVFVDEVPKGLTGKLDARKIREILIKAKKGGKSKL
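qHTS concentration-response profiling: light output of P. pyralis luciferase with luciferin and 10 uM ATP, imidazole buffer pH 7.2. Read by luminescence after 8-min room-temperature incubation.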
TexasRed autofl – compounds fluorescent in Texas Red spectral region; AID 587; Compound fluorescence, Texas Red channel, 547/618 nm; stronger effect = higher value; 0.06% of 59,000 active; max dye-equivalent concentration, M; in the data active = max dye-equivalent concentration above about 10 nM; inconclusive = between about 1.1 nM and that limit
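Pin-transferred compounds and Texas Red standards go into 100 mM Tris buffer, pH 8.0. After 15 min at room temperature, plates are imaged with 547/618 nm filters. Each value is a dye-equivalent concentration derived from the per-plate dye curve.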
GFP derepression – epigenetic GFP locus derepression in mouse cells; mouse C127i GFP locus derepression, cytometry, 30 h; Potency, µM (series often up to 46.1 µM), for the others: at the top dose GFP derepression (activation); 0.09% of 68,000 active; AID 597; also: % of control where 0% means no effect
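Locus derepression in mouse mammary C127i cells whose integrated CMV-GFP reporter is normally silent; GFP expression after 30 h compound treatment was quantified by counting fluorescent cells.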
Fluorescein autfl – compound fluoresces in the fluorescein spectral region; max fluorescein-equivalent concentration, M; 0.91% of 59,000 active; Compound autofluorescence, 480/540 nm, fluorescein-equivalent; stronger effect = higher value; AID 593; in the data active = max fluorescein-equivalent concentration above about 10 nM; inconclusive = between about 1.1 nM and that limit
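Library compounds, added at multiple concentrations to pH 8.0 Tris buffer (100 mM), incubate 15 min at room temperature before CCD imaging at 480 nm excitation and 540 nm emission.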
A350 fluor – A350 region autofluorescence; Compound autofluorescence, 340/450 nm, Alexa 350 dye-equivalents; stronger effect = higher value; max dye-equivalent concentration, M; 11% of 59,000 active; in the data active = max dye-equivalent concentration above about 10 nM; inconclusive = mostly about 1.1 nM to 9.6 nM
UbGFP stabilizer – inhibits proteasome, raising ubiquitin-GFP reporter fluorescence. Potency, µM (highest dose often 45.9 µM), without a hit: at the highest dose activation (GFP accumulation), most hits filed as activators. AID 526. Ubiquitin-GFP reporter cells, proteasome inhibition, GFP fluorescence; response scale: untreated = 0%, 10 µM MG-132 = 100%. 67,000 tested, under 10 active; active = well fitted activation curve with a large enough effect, not every such curve was filed as active; inconclusive = small, poorly fitted or top-dose-only effect, or another doubt; inactive = no such curve, though single readings can be large or run the other way; also: potency is read from the fitted curve at half-maximal effect
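Proteasome block read as GFP accumulation: ubiquitin(G76V)-GFP U2OS cells exposed to compound (2.9 nM–46 uM) for 4 hr at 37 C. Normalization used untreated cells as 0% and 10 uM MG-132 as 100%; concentration-response curves fitted.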
Hsp90 Hop PPI – changes Hsp90-Hop TPR2A binding signal, up or down; AlphaScreen TPR2A-His6 binding biotin-Hsp90 C-terminal peptide; AID 595; Potency, µM (doses to about 57 µM), for inactives: at the top dose activity change, negative = inhibition; 0.44% of 71,000 active; active = well fitted curve in either direction with a large enough effect; inconclusive = small, poorly fitted or top-dose-only effect, or another doubt; also: potency is read from the fitted curve at half-maximal effect; % is scaled to controls: 0 for no effect and ±100 for the full control effect; many of its hits are not listed in these tables
HBB splice mod – modulators of hemoglobin beta chain splicing; AID 925; Potency, µM (doses to about 46.1 µM), inactives show at the highest dose activation, most hits filed as activators; HBB splicing reporter cell assay, activation; EGFP reporter with mutant IVS2-654 intron; response scale: normalised to 500 nM splice-correcting PNA; 0.06% of 65,000 active; also: potency is read from the fitted curve at half-maximal effect; 0% is about no effect
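HeLa cells stably expressing EGFP interrupted by mutant beta-globin intron 2 (IVS2-654), 500/well in 2% FCS. Treated with compound for 2 days at 37C. Splicing correction scored as total well GFP intensity (488 nm excitation, 500-520 nm emission); 500 nM antisense PNA served as control.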
ERK AVP block – vasopressin-driven ERK pathway inhibition; HEK293-V1b, vasopressin-stimulated pERK AlphaScreen; Potency, µM (doses to about 57.5 µM), for the others: at the highest dose activity, negative = inhibition, actives largely listed as inhibitors; 0.99% of 72,000 active; also: potency is read from the fitted curve at half-maximal effect; % is scaled to controls: 0 for no effect and ±100 for the full control effect; nearly all actives have a fitted effect of over 55% in size
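qHTS, compounds titrated on V1b-expressing HEK293 cells. Preincubation 30 min at 37C, vasopressin 25 nM for 5 min, lysis 10 min, bead incubation 5 hr at room temperature.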
4MU fluor – compounds fluorescent in 4-MU spectral region; 11% of 59,000 active; AID 589; compound autofluorescence, 340/450 nm, 4-MU equivalents; stronger effect = higher value; max dye-equivalent concentration, M; in the data active = max dye-equivalent concentration above about 10 nM; inconclusive = mostly about 1.1 nM to 9.6 nM
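Compounds in 100 mM Tris, pH 8.0, incubated 15 min at room temperature, then fluorescence read at 340 nm excitation/450 nm emission. Signal converted to 4-MU dye-equivalent concentration using an on-plate six-point 4-MU standard curve.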
CRE Fsk mod – CRE-bla signaling modulation under forskolin stimulation; CHO CRE-bla reporter (cAMP response element driving beta-lactamase), forskolin EC10, beta-lactamase ratio; Potency, µM (highest dose often 38.2 µM), inactives show at the highest dose activity change, negative = inhibition, hits mostly activators; 2.5% of 71,000 active; AID 662; active = well fitted activation curve with a large enough effect in the signal ratio, with a control signal flat, not every such curve was filed as active; inconclusive = small, poorly fitted or top-dose-only effect, or effect the other way, or a change in a side signal; the % refers to the signal ratio; also: potency is read from the fitted curve at half-maximal effect; % of control where 0% means no effect
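qHTS titration format; CRE-bla CHO reporter; stimulus EC10 NKH 477, a water-soluble forskolin. Read: CCF4 460/530 nm ratio. Potency expressed as AC50 for activators or inhibitors.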
The depositor's hits bear a star; i = inactive; ? = inconclusive; . = no result given; [ ] = another dose, or the depositor's remark. Unless noted, calls follow the shape of the dose curve; as a rule, active = well fitted curve in the direction sought with a large enough effect; inconclusive = small, poorly fitted or top-dose-only effect, or another doubt; inactive = no such curve, though single readings can be large; an effect the other way counts as inactive or inconclusive.

SMILES	FLuc inh	TexasRed autofl	GFP derepression	Fluorescein autfl	A350 fluor	UbGFP stabilizer	Hsp90 Hop PPI	HBB splice mod	ERK AVP block	4MU fluor	CRE Fsk mod
CCCC(=O)NC(Nc1ccc(S(=O)(=O)Nc2ncccn2)cc1)(C(=O)OCC)C(F)(F)F (stereo unspecified)	3%	i	2%	i	i	0%	-2%	-0.7%	1%	i	21%
CCc1nc(N2CCCCC2C)c2oc3ccccc3c2n1 (stereo unspecified)	0%	i	0%	?	i	1%	16%	-0.2%[57.5 µM]	10%	i	2.5µM*
CC1CCN(S(=O)(=O)c2ccc(NC(=O)CN3CCN(c4ccccc4)CC3)cc2)CC1	2%	i	-3%	i	i	-5%	-1%	0.0%	-18%	i	5%
CCc1ccccc1N(CC(=O)N1CCN(c2ccccc2)CC1)S(C)(=O)=O	-2%	.	-2%	.	.	-15%	-5%	-0.4%[9.22 µM]	3%	.	-13%
O=CNCC(=O)NCCc1ccc(Cl)cc1	2%	i	2%	?	i	-2%	-3%	-2.1%[57.5 µM]	-7%	i	?
c1ccc(Cn2nnc3c(NCC4CCCO4)ncnc32)cc1 (stereo unspecified)	6%	i	-1%	i	i	8%	-1%	.	-29%	i	4%
CCn1ncc2c1C(=O)NC1c3ccccc3C(=O)N21 (stereo unspecified)	-7%	i	-2%	i	5.2e-08M*	-3%	3%	-1.5%[57.5 µM]	-11%	4.2e-08M*	?
O=C(O)CC(CP(=O)(c1ccccc1)c1ccccc1)C(=O)O (stereo unspecified)	0%	i	-1%	i	i	-7%	3%	-0.1%	5%	i	-1%
Cc1nc(N2CCOCC2)c2cc(-c3ccccc3)sc2n1	?	?	2%	?	5.6e-08M*	-3%	20%	-9.6%	16µM*	4.8e-08M*	?
C=CCSc1nnc2n(-c3ccccc3OC)c(=O)c3c4c(sc3n12)CCC4	1%[25.5 µM]	i	3%[20.6 µM]	i	i	.	.	.	.	i	.
Cn1cc(-c2nc3cnc(OCc4ccccc4)nc3n(CCC#N)c2=O)c2ccccc21	1%[11.4 µM]	i	-5%[9.22 µM]	?	i	-2%	-2%	0.0%	6%	i	?
CC1CCc2nn(CC(=O)N3CCCCCC3)cc2C1 (stereo unspecified)	2%	.	2%	.	.	9%	-4%	-0.2%	3%	.	-1%
c1ccc(-c2csc3nnc(SCc4ccc5c(c4)OCO5)n23)cc1	1%	.	-2%	.	.	-6%	-2%	1.2%	-10%	.	5%
CN(C)C(=O)c1ccc(-c2nc(-n3ccnc3)c3ccccc3n2)cc1	-5%[2.29 µM]	i	0%[9.22 µM]	i	i	4%	-2%	-0.5%	-28%	i	?
Cc1ccc(S(=O)(=O)N(C)CC(=O)N2CCN(C(=O)c3ccco3)CC2)cc1	2%	i	2%	i	i	0%	-2%	-0.1%[57.5 µM]	-12%	i	-7%
CCN(CC)c1ccc(-c2nc3cnccc3n2C)cc1	10µM*	?	-2%	i	5.2e-08M*	.	-3%	3.2%[0.369 µM]	4%	4e-08M*	?
O=C(c1ccc(=O)oc1)N1CCN(c2ccc(F)cc2)CC1	2%[25.5 µM]	i	-3%[20.6 µM]	i	9.8e-08M*	.	.	.	.	8.6e-08M*	.
O=S(=O)(c1ccc(F)cc1)c1nc(-c2ccc(F)cc2)oc1NCCN1CCOCC1	1%	i	3%	i	i	2%	-7%	0.2%	?	i	4%
N[C@@H](Cc1ncccn1)C(=O)O	1%[11.4 µM]	i	0%[9.22 µM]	i	i	-1%[9.17 µM]	-3%[11 µM]	1.1%[9.22 µM]	-25%[11.5 µM]	i	-6%[7.6 µM]
COCCNc1cc(C)nc2c3c(C)cc(C)nc3nn12	1%	?	0%	?	1.2e-05M*	6%	0%	3.9%	-9%	9.7e-06M*	13µM*
C[C@@]12C[C@H](O)[C@@H]3[C@H](CCC4=CC(=O)CC[C@]43C)[C@H]1CC[C@@H]2c1csc(N)n1	2%[11.4 µM]	?	0%[9.22 µM]	?	i	13%[9.17 µM]	-3%[11 µM]	1.7%[9.22 µM]	0%[11.5 µM]	i	0%[7.6 µM]
Cc1cc(C)n(Cc2ccc(C(=O)O)o2)n1	1%	?	4%	i	?	-3%	-1%	-4.3%[0.369 µM]	8%	i	?
Cc1cc(C)n(Cc2ccc(C(=O)NCc3ccco3)o2)n1	-2%	i	-2%	i	i	4%	-3%	-1.8%	-10%	i	-21%
C=CCc1c(C)nc(SC(C)C)[nH]c1=O	0%	i	4%	?	i	3%	-1%	-1.1%	11%	i	12%
O=C(CCc1nc(-c2ccccc2F)no1)NCCN1CCOCC1	1%	i	1%	i	i	6%	3%	-0.5%	21%	i	?

Filtered by structure, the entries above containing two or more sulfur atoms
SMILES	FLuc inh	TexasRed autofl	GFP derepression	Fluorescein autfl	A350 fluor	UbGFP stabilizer	Hsp90 Hop PPI	HBB splice mod	ERK AVP block	4MU fluor	CRE Fsk mod
C=CCSc1nnc2n(-c3ccccc3OC)c(=O)c3c4c(sc3n12)CCC4	1%[25.5 µM]	i	3%[20.6 µM]	i	i	.	.	.	.	i	.
c1ccc(-c2csc3nnc(SCc4ccc5c(c4)OCO5)n23)cc1	1%	.	-2%	.	.	-6%	-2%	1.2%	-10%	.	5%

Continuation.
SMILES	FLuc inh	TexasRed autofl	GFP derepression	Fluorescein autfl	A350 fluor	UbGFP stabilizer	Hsp90 Hop PPI	HBB splice mod	ERK AVP block	4MU fluor	CRE Fsk mod
Cc1ccc2c(c1)N(CCC(=O)NCc1ccco1)C(=O)CO2	2%	i	2%	i	i	-5%	0%	0.4%	29%	i	?
CC(=O)c1c(C)cc(C)c(CSc2nnc(-c3ccco3)o2)c1C	0%	i	1%	i	i	7%	4%	0.2%	-20%	i	?
O=C(CN1CCN(Cc2ccccc2)CC1)NC(=O)NCc1ccco1	2%	i	6%	i	i	-4%	1%	-0.1%[57.5 µM]	-20%	i	-1%
CCc1cc(=O)oc2cc3oc(C)c(C)c3cc12	-1%	?	-1%	i	2e-08M*	-8%	9%	-0.8%	-27%	1.9e-08M*	?
CCC(CO)N=CC1=C(O)C(C(=O)c2ccccc2)CCC1=O (stereo unspecified)	-3%	.	-2%	.	.	0%	-4%	-7.3%	-3%	.	0%
O=C(CN1CCOCC1)OCCCc1ccccc1	1%	i	0%	i	?	-2%	-2%	3.2%[0.369 µM]	0%	?	8%
Cc1cc(NC(=O)C(C)C)ncc1NC(=O)Cc1ccccc1	0%	?	2%	i	i	3%	-2%	.	5%	i	-2%
CS(=O)(=O)NCc1ccc(C(=O)NCc2ccccc2)cc1	0%	i	3%	i	i	4%	-2%	-1.2%	-10%	i	10%
COC(=O)CN1CCN(C(=O)c2ccc(F)cc2)c2ccccc2C1	-1%	i	1%	i	i	-4%	0%	0.5%	9%	i	?
COc1ccccc1CC(=O)N1CCCC1	1%	i	12%	i	i	-7%	-5%	0.4%	-20%	i	6%
CCOC(=O)CC(=O)CSc1ncc(C(=O)OCC)c(N)n1	0%	i	0%	?	i	15%	-5%	0.8%	?	i	7%
Cn1ccnc1C(O)c1ccco1 (stereo unspecified)	1%	i	4%	i	i	-3%	-1%	0.0%[57.5 µM]	8%	i	-1%
Cc1ccc(N2C(=O)[C@@H]3[C@H](C2=O)C2c4ccccc4C=CN2[C@@H]3C(=O)c2ccco2)cc1 (stereo partly specified)	-15%	?	-2%	1.1e-08M*	i	.	-11%	1.0%[0.369 µM]	-8%	i	-23%
Nc1nc(-c2ccccc2)c(CC(=O)O)s1	1%[11.4 µM]	i	0%[9.22 µM]	i	i	4%[9.17 µM]	-1%[11 µM]	2.0%[9.22 µM]	-12%[11.5 µM]	i	-3%[7.6 µM]
COC(=O)c1ccccc1NC(=O)c1c(O)c2cccc3c2n(c1=O)CCC3	-11%	i	2%	i	2.6e-08M*	-1%	0%	-0.2%[57.5 µM]	1%	3e-08M*	0%
O=S(=O)(Nc1ccccc1N1CCOCC1)c1ccc(Cl)s1	3%	i	-1%	?	i	5%	4%	-1.2%	-3%	i	-2%
C/C(O)=C(/N=O)C(=O)Nc1ccccc1	1%	i	8%	i	i	13%	-2%	-0.1%	4%	i	-2%
CCCOc1ccccc1NC(=O)c1c(-c2ccccc2)noc1C	2%	.	-2%	.	.	-11%	6%	0.0%	27%	.	20%
COc1ccccc1NC(=O)CN1CCN(C2c3ccccc3-c3ccccc32)CC1	4%	i	-1%	?	i	-9%	-10%	-2.8%	-4%	i	?
COc1ccc(-c2cc(C(F)F)n3ncc(C(=O)N4CCN(C(=O)c5ccco5)CC4)c3n2)cc1	0%	.	-2%	.	.	1%	3%	0.1%	-20%	.	16µM*

Not all compounds are listed; rates above refer to the full screens.
